Pf Dd2 growth: qHTS Primary assay for Inhibitors of Plasmodium falciparum Dd2 growth in vitro | Potency, µM (highest dose often 28.9 µM), without a hit: at the top dose activity, negative = inhibition, hits mostly inhibitors | actives 4.3% (n = 120,000) | P. falciparum Dd2 growth, SYBR Green, 72 h; active = well fitted inhibition curve with a large enough effect; inconclusive = small, poorly fitted or top-dose-only effect; inactive = no such curve, though single readings can be large or run the other way;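 also: plate controls were DMSO vehicle for no effect and reference drug for full effect; nearly all actives have a fitted effect of over 65% in size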
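Infected erythrocytes (Dd2, 0.3% parasitemia, 2.5% hematocrit final) are added to compound in RPMI-1640/Albumax II medium, grown 72 h at 37C in low oxygen, then lysed with saponin/Triton-X containing SYBR Green and read by fluorescence.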
Numbers without * were called inactive; i = inactive; ? = inconclusive; [ ] = dose if it differs, or a comment. Potency is read from the fitted curve at half-maximal effect.

no.	structure	Pf Dd2 growth
1	Cc1ccc(NC(=O)Nc2cn(CC(C)C)c(=O)c3ccccc23)cc1N(C)C	?
2	CCC(C)n1c(C(C)CC(=O)Cc2ccccc2)nc2cccnc21 (stereo not given)	-24.6%
3	Cc1ccc(CNC(=O)Cn2cccc2-c2nc(-c3ccc(F)cc3)no2)cc1	-9.9%
4	Cc1cc(Nc2cccc(F)c2)n2nc(-c3ccco3)nc2n1	-16.2%
5	Cc1cc(C)cc(OC(=O)c2snnc2C)c1	-2.6%
6	COc1nccc(N2CCC(CC(=O)N3CCN(C4CCCCC4)CC3)CC2)n1	i
7	Cc1ccc(Cn2c(C3CCN(C(=O)c4c(F)cccc4F)CC3)n[nH]c2=O)cc1	?
8	CCCC1=Nc2cc(C(=O)NCCc3ccc(OC)cc3OC)ccc2Sc2ccccc21	-16.8%
9	O=C(Nc1cccc(F)c1)N1Cc2[nH]cnc2C[C@H]1c1nc(-c2cccc([N+](=O)[O-])c2)no1	-4.4%
10	Clc1cc(NCCOc2ccccc2)n2nccc2n1	?
11	COC(=O)c1c(NC(=O)Cc2coc3ccc(C(C)C)cc23)sc2c1CCC2	i
12	Cc1cccc(NC(=O)C2CC(=O)N(c3n[nH]c4cccc(F)c34)C2)c1C (stereo not given)	-6.2%
13	COc1ccc(O[C@H]2COCCN(Cc3nccn3C)C2)cc1	i
14	COc1cccc(C(=O)NCCSc2c(-c3ccc(F)cc3)[nH]c3ccccc23)c1OC	?
15	CCCN1C(=O)C2(c3ccccc31)c1c(oc3cc(C)c(C)cc3c1=O)C(=O)N2CCCOC (stereo not given)	?
16	O=C1Nc2ccc(-c3ccc(F)cc3F)cc2C(=O)N2CC[C@H](NC(=O)N3CCOCC3)[C@@H]12	-8.2%
17	O=C(C[C@@H]1O[C@H](CNC(=O)c2ccccc2)[C@@H](O)[C@H]1O)NC1CC1	19.4%[44.1 µM]
18	NC(=O)[C@H](Cc1cccs1)NC(=O)[C@@H]1C[C@@H](NC(=O)c2cnccn2)CCN1C(=O)c1ccco1	i
19	CN(Cc1ccc(F)cc1)Cc1cncs1	-1.0%[44.1 µM]
20	CC(C)CCN1CCC2(CC1)Cc1ccccc1NC2=O	-5.1%[44.1 µM]
21	CCOc1ccc(C2Cn3nnc(-c4nc(-c5ccc(F)cc5)no4)c3CO2)cc1 (stereo not given)	i
22	C#CCNC(=O)[C@H]1O[C@H](CCN2CCN(c3ccccc3)CC2)CC[C@@H]1O	?
23	CC1=C[C@@H](CN2CCCCC2)[C@H](C(C)C)C[C@H]1Cc1nnc(-c2cncn2C)o1	7.94µM*
24	Cc1ccc2ncc(C(=O)NCCc3ccc(S(N)(=O)=O)cc3)c(=O)n2c1	0.5%
25	O=C(CSc1ncc2c(n1)-c1ccccc1N(Cc1ccc(F)cc1)S2(=O)=O)c1ccc(Cl)cc1	i
26	N#Cc1cccc(N2CCC3(CC(=O)NC3=O)C2)n1 (stereo not given)	13.9%
27	COc1ccc(-n2c(/C=C/c3cccc(F)c3)nc3ccccc3c2=O)cc1Cl	55.7%[activator]
28	COc1ccc(OC)c(CNC(=O)Cn2ncc3c([nH]c4ccc(C)cc43)c2=O)c1	49.5%[activator]
29	O=C(CC[C@H]1NC(=O)c2ccccc2NC1=O)Nc1nc(-c2ccccn2)cs1	-19.3%
30	Cc1cc(Nc2ccccc2F)n2nc(-c3ccccc3)nc2n1	-3.4%

Molecules listed so far that have a Cl atom, in the order listed:
no.	structure	Pf Dd2 growth
10	Clc1cc(NCCOc2ccccc2)n2nccc2n1	?
25	O=C(CSc1ncc2c(n1)-c1ccccc1N(Cc1ccc(F)cc1)S2(=O)=O)c1ccc(Cl)cc1	i
27	COc1ccc(-n2c(/C=C/c3cccc(F)c3)nc3ccccc3c2=O)cc1Cl	55.7%[activator]

New compounds follow
no.	structure	Pf Dd2 growth
31	COC1CN(C2CCN(C(=O)CCc3c[nH]c4ccccc34)CC2)C12CCOCC2 (stereo not given)	?
32	CCn1cc(S(=O)(=O)N2CCC(c3noc(-c4ccccc4)n3)C2)cn1 (stereo not given)	46.8%[5.79 µM]
33	N#Cc1ccc(C(=O)N2CCC(C(=O)N3CCCCCCNC(=O)CC3)CC2)cc1	-2.1%
34	CC(C)NC(=O)NCc1nnc2n1C(C(=O)N1CCN(c3ncccn3)CC1)CC2 (stereo not given)	13.1%
35	COc1ccc(C)cc1Nc1nc(-c2ccc(OC)c(OC)c2)no1	?
36	CCc1nc(-c2c3n(c(=O)n(Cc4ccc(C)cc4C)c2=O)CCCC3)no1	-4.8%
37	COc1cccc(CNC(=O)Cc2c(C)c3c(cc(C)c4c(C)coc43)oc2=O)c1	-13.1%
38	Cc1ccc(C(=O)Nc2cc(-c3nc4ncccc4o3)ccc2C)c(C)c1	-19.3%
39	Cc1ccc2[nH]c(CSc3nnc(COc4ccccc4C)n3C)cc(=O)c2c1	24.4%
40	O=C(Cc1ccccc1F)NCCC1CCN(C(=O)Nc2cc(F)cc(F)c2)CC1	i
41	Cc1ccc(NC(=O)Cn2c(=O)oc3cc(S(=O)(=O)N4CCCCC4)ccc32)c(Cl)c1	24.0%
42	CCN1CCN(C(=O)c2cnn(-c3cccc(C)c3)c2C2CCN(C(=O)OC(C)(C)C)CC2)CC1	?
43	COC[C@@H]1CN(C(=O)c2ccc(F)c(Cl)c2)C[C@H]1c1ccncc1	0.4%
44	Cc1ccccc1NC(=O)CS(=O)(=O)c1cccc2nsnc12	22.2%
45	CN1C[C@@H](NC(=O)c2ccc3c(c2)OCO3)C[C@H]1c1nc(-c2ccc3ccccc3c2)no1	-22.1%

In the list so far, 2 have a cyano group:
no.	structure	Pf Dd2 growth
26	N#Cc1cccc(N2CCC3(CC(=O)NC3=O)C2)n1 (stereo not given)	13.9%
33	N#Cc1ccc(C(=O)N2CCC(C(=O)N3CCCCCCNC(=O)CC3)CC2)cc1	-2.1%

(listing goes on)
no.	structure	Pf Dd2 growth
46	COCCCNC(=O)N1CCCC(c2nc(C(C)C)no2)CCNC(=O)CC1 (stereo not given)	7.3%
47	CN(C)c1cccc(Oc2nnnn2[C@H]2CO[C@H]3[C@@H]2OC[C@@H]3NC(=O)c2cncnc2)c1	-21.4%
48	O=C(Nc1cccc(C(F)(F)F)c1)c1nc2c(o1)CCN(Cc1cccc(F)c1)CC2	?
49	COc1ccc(-c2cnc3[nH]cc(CC(=O)N4CCN(c5ccccn5)CC4)c3c2)cc1	?
50	COc1ccc(NC(=O)CCCSc2nc(-c3ccco3)cc(C(F)(F)F)n2)c(OC)c1	i
51	COc1ccc(-c2nc(C(=O)Nc3cccc(C(C)=O)c3)nn2-c2ccccc2Cl)cc1	?
52	Cc1cc(C)c(CNC(=O)c2nc(-c3cccc(O)c3)cc3c2ccn3C)c(=O)[nH]1	-25.2%[44.1 µM]
53	O=C(CN1CCCCC1)NC1CC(=O)N(Cc2cccc3ccccc23)C1 (stereo not given)	?
54	O=S(=O)(NC[C@H]1O[C@@H](CO)[C@@H](O)[C@H]1N1CCOCC1)c1ccc(Cl)cc1	34.9%[activator]
55	COCCn1ncc(N2CCCC(CC(=O)NCc3ccccc3OC)C2)cc1=O (stereo not given)	-19.5%
56	Cc1ccc(CC(=O)N2CCCC(c3noc(COc4ccccc4)n3)C2)cc1 (stereo not given)	?
57	CCNC(=O)N[C@H]1CO[C@H]2[C@@H]1OC[C@@H]2n1cc(CN(C)Cc2ccccc2)nn1	30.3%[activator][44.1 µM]
58	COc1ccc(O[C@H]2COCCN(Cc3cccc(OC)c3)C2)cc1	?
59	CCN(C(=O)C(NS(=O)(=O)c1ccc(Br)s1)c1ccccc1)c1ccc(C)c(C)c1 (stereo not given)	i
60	Cn1cnnc1CC1CCCN(C(=O)c2ccsc2)C1 (stereo not given)	-14.4%

Single entries from the list.
Under Pf Dd2 growth, no. 19 is listed with -1.0%[44.1 µM]
Under Pf Dd2 growth, no. 54 is listed with 34.9%[activator]
Under Pf Dd2 growth, no. 47 is listed with -21.4%
Under Pf Dd2 growth, no. 17 is listed with 19.4%[44.1 µM]

Following part.
no.	structure	Pf Dd2 growth
61	Cc1ncc2c(c1CNC(=O)C1CCc3ccccc3C1)CCNC2 (stereo not given)	-9.6%
62	Cc1c(C(=O)Oc2ccc(Br)cc2)sc2ncn(Cc3ccccc3F)c(=O)c12	23.8%
63	Cn1cccc1CN1CCCC2(C1)C(=NC1CCCC1)NC(=O)N2c1cccnc1 (stereo not given)	?
64	Cc1ccc(CCNC(=O)Cn2ncc3c([nH]c4ccccc43)c2=O)cc1	i
65	Cn1cnnc1CC1CCN(C(=O)NC2CCCCC2)C1 (stereo not given)	i
66	Cc1ccc(N2CC(c3noc(-c4cc(Cl)ccc4F)n3)CC2=O)cc1 (stereo not given)	64.1%[activator]
67	Cc1ccc(CNC(=O)C2CCCCC(=O)N2)cc1 (stereo not given)	21.7%
68	COc1cccc(CC(=O)N2CCC3(CC2)N=C(c2ccc(Cl)cc2)NO3)c1	?
69	CN1CCC[C@H]1c1nc(-c2ccc(F)cn2)no1	-22.2%[44.1 µM]
70	Cc1ccc(NC(=O)N2CCN(C)c3ncccc32)cc1C	24.1%
71	COc1ccccc1C(=O)Nc1ccc(C(=O)OCc2cc(=O)n3nc(C4CC4)sc3n2)cc1	-20.5%
72	CCc1ccc(C(=O)N2CCC(OC3CCN(C)CC3)CC2)cc1	i
73	CCN(C(=O)c1cccc(F)c1F)[C@@H]1CCN(c2ncccc2C#N)C[C@H]1O	-10.4%
74	CN(CCCc1nccn1C)C(=O)c1cn(CCC2CCCCN2)nn1 (stereo not given)	-18.6%
75	COc1cc(NC(=O)C2CCCN(S(=O)(=O)c3ccc4c(c3)oc(=O)n4C)C2)c(C(=O)O)cc1OC (stereo not given)	2.0%
76	O=C1C2=C(Nc3ccccc3SC2c2ccccc2C(F)(F)F)c2ccccc21 (stereo not given)	?
77	Cc1c(-c2cccc(NC(=O)Nc3ccc(Cl)cc3)c2)nc2ncccn12	-24.3%
78	CS(=O)(=O)N1CCCC1c1noc(CCC(=O)N2CC=C(c3ccccc3)CC2)n1 (stereo not given)	i
79	COc1cc(Cl)c(C)cc1NC(=O)CCCN1C(=O)C(c2ccccc2)Oc2cccnc21 (stereo not given)	-23.1%
80	CCOc1ncccc1C(=O)N1CCc2[nH]nc(-c3ccccc3F)c2C1	6.7%
81	COc1ccccc1CNC(=O)c1ccc2c(c1)N(Cc1cccc(C)c1)C(=O)c1ccccc1S2(=O)=O	-9.2%
82	CCN(CC)CCNC(=O)c1ccc2c(c1)NC(=O)C(CS(=O)(=O)Cc1ccc(F)cc1Cl)N2 (stereo not given)	17.1%
83	Cc1noc(C)c1-c1cc2c(cc(C)n2CCN(C)C)c(-c2cccc(O)c2)n1	?
84	CNCc1ccccc1C(F)(F)F	50.0%[activator][44.1 µM]
85	COc1ccc(-c2ccccc2)cc1N1C(=O)[C@@H]2C[C@H]1CN2C(=O)[C@@H](C)O	-1.6%
86	Cc1ccc(CNC(=O)CSc2ncc3c(n2)-c2cc(Cl)ccc2N(C)S3(=O)=O)cc1	17.0%
87	CN1CCC(N2CCN(C(=O)C3CCCCC3)CC2)C1=O (stereo not given)	24.8%
88	O=S(=O)(c1ccc2nc(Nc3cccc(F)c3)ccc2c1)N1CCCC1	-15.3%
89	CC(C)C[C@@H]1N[C@H](C(=O)NCc2cccs2)Cc2cn(CC3CC3)c3cccc1c23	?
90	COc1ccc2c(c1)CCc1c(C(=O)Nc3c(C)nn(Cc4ccc(C)cc4)c3C)noc1-2	?
91	COc1ccccc1NC(=O)Cn1c(=O)n(-c2ccccc2Cl)c(=O)c2sc3ccccc3c21	i
92	COc1ccc(CCNC(=O)Cn2nc(-c3ccc(Cl)cc3)ccc2=O)cc1OC	?
93	CCCN(C(=O)c1cc2ccc3cccnc3c2[nH]1)c1ccc(F)cc1	-18.6%
94	O=C(Cc1c[nH]c2ncc(-c3ccccc3)cc12)NCc1ccncc1	?
95	COc1cccc(Nc2cccc(CN3CCCC(C)(NC(C)=O)C3)c2)c1 (stereo not given)	?
96	CCOCCc1nn2c(=O)cc(COC(=O)CNC(=O)c3cccc(C)c3)nc2s1	32.7%[activator]
97	O=C1CCN(C(=O)Cn2c(=O)oc3ccccc32)CCCCCCN1	-8.5%
98	COc1cccc(CN2CCC3(CC2)NC(=O)c2ccccc2O3)c1	?
99	COc1ccc(-c2nccc3c(=O)cc(N4CCN(C)CC4)oc23)cn1	-25.5%[44.1 µM]
100	OC[C@@H]1CNC[C@H]1C1CCN(Cc2ccc(F)c(F)c2)CC1	27.5%
101	CNC(=O)c1ccc(Cn2ccn3nc4c(c3c2=O)CCCC4)cc1	i
102	COc1ccccc1NC(=O)c1c(NC(=O)c2cccs2)sc2c1CCC(C(C)(C)C)C2 (stereo not given)	7.5%
103	COc1cc(-c2noc(-c3ccc(NCc4cccnc4)c([N+](=O)[O-])c3)n2)cc(OC)c1OC	-16.6%
104	O=C1C(N2CCN(S(=O)(=O)c3ccc(F)cc3F)CC2)CCN1Cc1ccccn1 (stereo not given)	?
105	FC(F)(F)c1ccc(CN2CCn3c(nnc3C3CCCNC3)C2)cc1 (stereo not given)	-18.2%
106	COc1cc2c(C(=O)N3CCN(c4cc(Cl)ccc4C)CC3)cn(CC(C)C)c(=O)c2cc1OC	?
107	CC(C)(C)C(=O)N[C@H]1CO[C@H]2[C@@H]1OC[C@@H]2Nc1nccc(-c2ccc(-c3ccccc3)cc2)n1	-17.9%
108	CCOCC1(C)COc2ccc(C(=O)Nc3cccc(Cl)c3)cc2N1 (stereo not given)	?
109	CN(C)CCN(C)[C@@H]1[C@H](O)[C@H](CO)O[C@@H]1CNC1CCOCC1	12.1%[44.1 µM]
110	COc1ccc(-c2onc(C)c2C)cc1S(=O)(=O)NCc1cccs1	4.4%
111	c1cc2c(cc1CN1CCCCCC1)CNCCO2	-35.7%
112	COc1cccc(CCC(=O)NCCn2ccn3nc(-c4cccc(OC)c4)cc3c2=O)c1	?

These rows are one share of the data; count on the stated rates, not on these rows.
